Screening results as filed in PubChem BioAssay.
APOBEC3G inh: inhibitors of human APOBEC3G DNA deaminase | inhibition, % at 20 µM | 330,000 compounds, 0.28% hits | Q9HC16 | AID 493012 | recombinant A3G, ssDNA deamination FAM/TAMRA fluorescence;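 active = inhibition of at least 40% at 20 µM, with no more than 30% in the related APOBEC3A deaminase screen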;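 note: plate controls were DMSO wells with A3G for no effect and wells lacking A3G enzyme for full effect; some compounds called inactive have numbers as strong as hits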
Apaf1 inhib: human Apaf-1 inhibition | inhibition, % at 20 µM | 330,000 compounds, 0.71% hits | O14727 | reconstituted apoptosome caspase-3 activity, DEVD-Rh110 fluorescence; active = inhibition of at least 40% at 20 µM;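 note: plate controls were DMSO wells for no effect and DEVD-CHO caspase inhibitor wells for full effect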
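detection = Rh110 fluorescence intensity | test system = biochemical Apaf-1 apoptosome reconstitution | also added = cytochrome c and DEVD-Rh110 substrate | schedule = 30 min plus 50 min, RT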
SENP8 block-1: blocks the human protease SENP8; purified SENP8, Z-RLRGG-aminoluciferin cleavage, luminescence; 330,000 compounds, 1.2% hits; Q96LD8; inhibition, % at 10 µM; AID 2540; in the data active = inhibition above about 50%
Target sequence (Q96LD8 whole entry, looked up): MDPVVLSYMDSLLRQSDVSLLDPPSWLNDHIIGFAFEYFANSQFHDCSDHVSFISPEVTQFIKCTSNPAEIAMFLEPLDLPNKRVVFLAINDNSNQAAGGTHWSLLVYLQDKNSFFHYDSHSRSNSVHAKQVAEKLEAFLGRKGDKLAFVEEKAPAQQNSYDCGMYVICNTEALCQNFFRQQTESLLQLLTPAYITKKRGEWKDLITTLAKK
UBC13 inh: human UBC13 polyubiquitination inhibition; P61088; UBC13 polyubiquitin chain formation, TR-FRET; inhibition, % at 20 µM; 330,000 compounds, 0.47% hits; in the data active = inhibition above about 45%, passing the limit was not always enough
Target sequence (P61088 whole entry, looked up): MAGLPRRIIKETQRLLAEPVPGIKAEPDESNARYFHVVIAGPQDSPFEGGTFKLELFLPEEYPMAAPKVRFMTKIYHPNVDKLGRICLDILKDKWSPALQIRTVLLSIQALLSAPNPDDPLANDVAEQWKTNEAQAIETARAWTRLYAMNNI
SENP7 block: blocks the human protease SENP7 | Q9BQF6 | recombinant SENP7, Z-RLRGG-aminoluciferin luminescence, 40 min | inhibition, % at 5 µM | 330,000 compounds, 1.5% hits | AID 434973;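 active = inhibition above about 50% at the single test dose, limit read from the data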;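 note: plate controls were DMSO with enzyme for no effect and no enzyme buffer wells for full effect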
Target sequence (Q9BQF6 706-1050 limits assumed): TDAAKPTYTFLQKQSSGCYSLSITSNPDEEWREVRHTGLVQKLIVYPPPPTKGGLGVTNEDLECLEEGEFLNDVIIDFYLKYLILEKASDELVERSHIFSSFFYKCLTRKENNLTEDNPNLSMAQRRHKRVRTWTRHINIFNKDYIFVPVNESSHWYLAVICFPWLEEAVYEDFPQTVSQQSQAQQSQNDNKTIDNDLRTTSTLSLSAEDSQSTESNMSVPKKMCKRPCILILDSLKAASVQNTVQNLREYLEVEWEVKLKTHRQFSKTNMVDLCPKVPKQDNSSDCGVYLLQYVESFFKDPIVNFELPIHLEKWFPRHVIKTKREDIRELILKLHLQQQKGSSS
SENP1 FRET inh: SENP1 (human) catalytic domain inhibition; Q9P0U3; recombinant SENP1 catalytic domain, CyPet-SUMO1-YPet FRET cleavage; inhibition, % at 10 µM; 360,000 compounds, 0.21% hits; AID 624204;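 active = inhibition at least 30% at 10 µM, raw YFP signal under a set limit, fluorescence ratio 0.5 to 1.5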;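 note: 0% = enzyme with DMSO and 100% = no enzyme wells; some results filed as inactive read as strong as hits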
Target sequence (Q9P0U3 419-644 limits assumed): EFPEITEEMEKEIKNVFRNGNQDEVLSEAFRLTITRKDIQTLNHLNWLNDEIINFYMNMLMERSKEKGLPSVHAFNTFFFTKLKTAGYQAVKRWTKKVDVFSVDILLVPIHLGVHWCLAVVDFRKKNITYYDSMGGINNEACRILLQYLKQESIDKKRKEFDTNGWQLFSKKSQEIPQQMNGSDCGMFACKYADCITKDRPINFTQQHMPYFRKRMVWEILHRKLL
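Assay system: hSENP1 catalytic domain, recombinant. Amount: SENP1 enzyme, 20 pM final. Schedule: 50 min reaction, RT, dark. Technique: FRET, CFP and YFP emission. Control set: no-enzyme wells low, DMSO-plus-enzyme wells high control.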
SENP6 inh: blocks the human protease SENP6. Q9GZR1. inhibition, % at 10 µM. Recombinant SENP6 catalytic domain, aminoluciferin luminescence. AID 2599. 330,000 compounds, 1.8% hits;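 active = inhibition above about 50% at the single tested dose, limit read from the data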;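 note: plate controls were DMSO wells with enzyme for no effect and DMSO wells lacking enzyme for full effect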
SENP8 block-2: inhibitors of human SENP8 protease | AID 602440 | inhibition, % at 20 µM | recombinant SENP8, Nedd8 substrate fluorescence | 360,000 compounds, 0.64% hits; in the data active = inhibition mostly above about 40%, no sharp cut-off; inactive = mostly below about 27%
Active calls of the source: *.

SMILES	APOBEC3G inh	Apaf1 inhib	SENP8 block-1	UBC13 inh	SENP7 block	SENP1 FRET inh	SENP6 inh	SENP8 block-2
CN1CCN(c2nc3c(c(=O)[nH]c(=O)n3C)n2Cc2ccccc2)CC1	-4	-3	-1	5	-4	0	-13	14
CSCc1ccc(C(=O)N2CCCC(Nc3ccc4c(c3)OCCO4)C2)o1 (stereo not drawn)	-1	1	4	3	-3	0	-3	14
CC[n+]1cc(-c2ccccc2)nc(N2CCOCC2)n1	19	1	-6	-26	-7	0	-1	7
CN(C)CCCNC(=O)c1cc2sc3ccccc3c2s1	-6	5	-26	8	0	0	-9	-23
Cc1ccc(C)c(NS(=O)(=O)c2ccc(OCC(=O)NCc3ccccn3)cc2)c1	1	7	2	-6	-2	0	-27	6
COCCn1c(SCC(=O)N2CCCc3ccccc32)nc2cccnc21	-6	1	7	-2	11	-1	18	-1
COc1ccc(-c2nnc(-c3ccc(F)cc3)o2)cc1	-6	4	57*	3	69*	0	58*	-96
O=C(CS(=O)(=O)Cc1ccccc1)N1CCN(c2ccccc2F)CC1	-6	-5	-10	0	10	1	-13	13
Cc1ncc(N=Nc2ccccc2Cl)c(-c2ccccc2)n1	-7	9	5	-4	2	-5	9	22
Cc1[nH]c(=O)[nH]c(=O)c1NS(=O)(=O)c1ccccc1	-9	6	-10	6	-5	-1	-33	14
CC(C)COP(=O)(OCC(C)C)C(Nc1ccccc1)c1ccc(F)cc1 (stereo not drawn)	-2	22	-1	-11	4	2	-7	19
CCOc1cc(N2CCOCC2)c(OCC)cc1NC(=O)C(C)(C)C	7	-2	-8	-22	-3	2	-24	12
O=C(N/C(=C/c1ccc(Cl)cc1)C(=O)N1CCCCC1)c1ccco1	9	17	6	-9	4	0	4	-2
CCn1c(=O)[nH]c(=O)c2c(N)c(C(=O)c3ccccc3OC)sc21	-7	7	1	8	5	2	-8	11
COc1ccccc1NC(=O)C1CCCN1S(=O)(=O)c1cccc2nsnc12 (stereo not drawn)	-6	-14	-4	-12	0	2	11	8
CCc1ccc(NC(=O)C/C(C)=N/NC(=O)COc2ccccc2C)cc1	-3	15	-13	-1	-11	3	-21	9
O=C(O)CCC(=O)N(Cc1cccnc1)Cc1cccc(F)c1	-5	-20	0	-2	1	1	-2	12
O=C(/C=C/c1ccco1)Nc1ccccc1N1CCCCC1	-1	14	-6	-5	-5	-8	3	6
Cc1ccc(C(=O)OCC(=O)Nc2ccc(F)c(Cl)c2)o1	-7	-5	5	3	-6	3	-3	7
CC(=O)N1CC(C)Sc2ccc(S(=O)(=O)NC3CCCCC3C)cc21 (stereo not drawn)	-6	-6	12	-4	6	1	-3	6
O=C1C(=O)N(Cc2cccnc2)C(c2ccccn2)/C1=C(/O)c1ccc(Br)cc1 (stereo not drawn)	-2	-1	-3	-8	0	1	-5	-36
COc1ccc2cc(C)c3nnc(SCC(=O)Nc4nc(-c5ccccc5)cs4)n3c2c1	-1	17	2	-8	3	-2	7	-2
Cc1cccc(C)c1NC(=O)CN(C)C(=O)c1cccc(-n2cccc2)c1	21	4	-8	-9	1	-3	-22	6
O=Nc1onc(-c2ccc([N+](=O)[O-])cc2)c1NO	-2	4	-5	-29	-10	2	-22	8
Cc1cc([N+](=O)[O-])nn1CC(=O)Nc1ccccn1	-9	-5	-1	-9	-1	0	-12	4

Remaining list, next part:
SMILES	APOBEC3G inh	Apaf1 inhib	SENP8 block-1	UBC13 inh	SENP7 block	SENP1 FRET inh	SENP6 inh	SENP8 block-2
Cc1ccc(C(=O)Nc2cc(=O)n(C)c(=O)n2C)o1	-7	-9	-10	-6	-12	0	-15	15
Cc1ccc2c(c1)C(c1ccccc1)N(C(=O)c1ccccc1)CC(=O)N2 (stereo not drawn)	-8	2	8	7	-1	0	1	0
CCOC(=O)N1CCN(Cc2ccc(OCC(O)CN3CCCCC3)cc2)CC1 (stereo not drawn)	-6	-3	5	6	-4	-1	-2	9
CCn1c(SCCOc2ccc(OC)cc2)nnc1C(CO)NC(=O)c1ccc(OC)cc1 (stereo not drawn)	-4	7	5	9	3	2	2	18
Cc1cccc(C(=O)NC(C)C2CC3CCC2C3)c1 (stereo not drawn)	-7	-13	4	-6	4	0	-3	12
CCOc1ccc(S(=O)(=O)N2CCC(C(=O)NC3CCCC3)CC2)cc1	-8	-17	-4	14	-9	1	-18	-1
Cc1cccc(NC(=S)N2CCn3cccc3C2c2cccnc2)c1 (stereo not drawn)	1	9	4	-1	12	0	-1	26
CC1CCC(NC(=O)CCNC(=O)c2ccc(Br)cc2)CC1 (stereo not drawn)	-7	11	-5	-3	-9	2	-15	2
N#Cc1cccc(NC(=O)c2ccccc2C(=O)O)c1	-1	-3	-4	4	0	-1	-10	14
CCOC(=O)N1CCN(S(=O)(=O)c2cc(OCC(=O)NC3CCCCC3)c(C)cc2Cl)CC1	-3	10	-2	5	-4	-2	-2	10
NC(=O)c1ccc(N2CCN(c3ccccc3F)CC2)c([N+](=O)[O-])c1	0	7	-12	-12	-6	0	-4	8
CCCCc1ccc(NC(=O)C(=O)NCCN2CCN(C(=O)c3ccc([N+](=O)[O-])cc3)CC2)cc1	-4	-5	2	-4	-6	0	-13	5
O=C(CSCc1cccs1)N1CCCC1	-5	1	-1	4	4	2	-4	19
Cc1ccccc1NC(=S)N(C)Cc1cn(C)c2ccccc12	-4	2	1	8	-5	2	-6	6
CCOC(=O)c1sc2nc(C)nc(NCc3ccccc3)c2c1C	-5	14	-3	6	-1	2	-19	-301
CCCN(CCC)C(=O)CC(c1ccccc1)C1CCOC(C)(C)C1 (stereo not drawn)	-8	5	0	-9	-3	2	-23	2
CCOC(=O)CNC(=O)C(CC(C)C)NC(=O)C1CCCCC1 (stereo not drawn)	-5	-2	-2	5	2	2	-12	2
CCOC(=O)C1=C(C)NC2=C(C(=O)CCC2)C1c1coc2ccccc2c1=O (stereo not drawn)	-7	-21	-6	-4	13	2	-20	-15
O=C(c1cccc(N2C(=O)C3C4C=CC(C4)C3C2=O)c1)N1CCN(c2ccccc2Cl)CC1 (stereo not drawn)	9	29	2	-8	-3	3	2	16
COC(=O)C1=CN(c2ccc(OC)cc2)C=C(C(=O)OC)C1c1ccc(C)c([N+](=O)[O-])c1	-7	-7	5	-5	0	-1	-2	12
COc1cccc(NC(=O)c2cc([N+](=O)[O-])ccc2NC(=O)CNCC2CCCO2)c1 (stereo not drawn)	-2	-4	-13	-14	-6	1	-8	14
Cn1cnnc1SCC(=O)Nc1ccc(Cl)cc1	-1	-6	1	2	6	-3	-10	8
Cc1nc2sc(C(c3ccc(F)cc3)N3CCN(C(=O)c4ccco4)CC3)c(O)n2n1 (stereo not drawn)	-4	-3	9	3	2	3	5	11
CC(=O)c1cccc(NC(=O)Cn2c(=O)oc3cc(S(=O)(=O)N4CCCC4)ccc32)c1	-3	-10	-3	-9	1	1	20	2
COc1cc(NC(=O)c2cc(C(C)C)on2)c(OC)cc1Cl	-1	16	10	12	6	1	13	-2

Eleven entries from above in a different format:
Compound,APOBEC3G inh,Apaf1 inhib,SENP8 block-1,UBC13 inh,SENP7 block,SENP1 FRET inh,SENP6 inh,SENP8 block-2
CC1CCC(NC(=O)CCNC(=O)c2ccc(Br)cc2)CC1 (stereo not drawn),-7,11,-5,-3,-9,2,-15,2
N#Cc1cccc(NC(=O)c2ccccc2C(=O)O)c1,-1,-3,-4,4,0,-1,-10,14
CCOC(=O)N1CCN(S(=O)(=O)c2cc(OCC(=O)NC3CCCCC3)c(C)cc2Cl)CC1,-3,10,-2,5,-4,-2,-2,10
NC(=O)c1ccc(N2CCN(c3ccccc3F)CC2)c([N+](=O)[O-])c1,0,7,-12,-12,-6,0,-4,8
CCCCc1ccc(NC(=O)C(=O)NCCN2CCN(C(=O)c3ccc([N+](=O)[O-])cc3)CC2)cc1,-4,-5,2,-4,-6,0,-13,5
O=C(CSCc1cccs1)N1CCCC1,-5,1,-1,4,4,2,-4,19
Cc1ccccc1NC(=S)N(C)Cc1cn(C)c2ccccc12,-4,2,1,8,-5,2,-6,6
CCOC(=O)c1sc2nc(C)nc(NCc3ccccc3)c2c1C,-5,14,-3,6,-1,2,-19,-301
CCCN(CCC)C(=O)CC(c1ccccc1)C1CCOC(C)(C)C1 (stereo not drawn),-8,5,0,-9,-3,2,-23,2
CCOC(=O)CNC(=O)C(CC(C)C)NC(=O)C1CCCCC1 (stereo not drawn),-5,-2,-2,5,2,2,-12,2
CCOC(=O)C1=C(C)NC2=C(C(=O)CCC2)C1c1coc2ccccc2c1=O (stereo not drawn),-7,-21,-6,-4,13,2,-20,-15

(cont.)
SMILES	APOBEC3G inh	Apaf1 inhib	SENP8 block-1	UBC13 inh	SENP7 block	SENP1 FRET inh	SENP6 inh	SENP8 block-2
COc1ccc(OC)c(/C=N/NC(=O)c2cc3c(OC)c(OC)ccc3[nH]2)c1	-3	-2	4	-6	4	2	-15	-187
C=CCn1c(NCc2ccccc2)nc2ccccc21	-5	4	-2	5	-3	1	-19	26
COc1ccc(NC(=O)NC(C)(C(F)(F)F)C(F)(F)F)cc1	5	0	4	4	14	1	11	15
C/C(=N/NC(=O)c1cccc(C)c1)c1c(O)cc(C)oc1=O	-3	4	9	2	10	-12	-28	-83
Cc1ccc(C)c(NC(=O)C2CCCN2S(=O)(=O)c2ccc3c(c2)n(C)c(=O)c(=O)n3C)c1 (stereo not drawn)	-2	4	-3	-7	-6	-7	-8	-74
CS(=O)(=O)Cc1ccc(C(=O)NC2CCCc3ccccc32)cc1 (stereo not drawn)	-2	-3	-4	-11	-4	-1	-10	9
CN1CCC(=NNC(=O)c2cc(-c3ccc(Cl)cc3)n[nH]2)CC1	-3	-4	0	-4	-8	4	-25	15
COc1ccccc1CC(=O)N1CCN(c2ccc(F)cc2)CC1	-5	-9	3	4	4	0	-19	2
CCOc1cc(CN2CCN(c3ncccn3)CC2)ccc1OC	-5	-4	-8	-2	-17	1	-16	32
CCCNC(=O)C(NS(=O)(=O)c1cccc2nsnc12)c1ccccc1 (stereo not drawn)	4	1	-5	0	1	0	-3	16
O=C(NCCc1cccc(F)c1)C1CCN(S(=O)(=O)c2ccccc2)CC1	-14	12	-9	-3	-4	2	-15	22
CC(=O)OCC(OC(C)=O)C(OC(C)=O)C(OC(C)=O)C(=O)Nc1ccccc1C (stereo not drawn)	-6	-12	1	0	7	-1	6	6
CC(=O)Nn1cc2c(=O)n(C)c(=O)n(C)c2c1	-5	-5	-7	-6	2	2	-27	10
CCOC(=O)c1c(C)oc(/N=C/c2ccccc2O)c1C#N	2	5	-10	-2	7	0	-1	33
O=C(CCNC(=O)c1ccco1)Nc1ccc(Cl)c(C(F)(F)F)c1	-7	8	7	-1	-2	1	-13	11
Cc1cc(C)c(C#N)c(N2CCN(Cc3ccc4c(c3)OCO4)CC2)n1	-5	-1	-1	8	8	-2	2	-8
O=S(=O)(c1ccccc1)N1CCN(c2nnnn2-c2ccccc2)CC1	0	6	-6	-3	10	2	-18	26
O=C(CN1C(=O)/C(=C/c2ccccc2)Sc2ccccc21)NCCCN1CCOCC1	-3	-5	-16	-1	9	0	3	3
O=C(NCc1cccnc1)c1nc(-c2ccc(C(F)(F)F)cc2)no1	-1	-9	-6	5	-1	0	-4	9
CCCc1cc(-c2[nH]ncc2-c2ccc3c(c2)OCCCO3)c(O)cc1O	-5	16	0	17	7	5	-2	0
CCOc1ccc(CCNC(=O)CCC(=O)N2CCOc3ccccc32)cc1OCC	10	0	-1	0	4	3	9	2
COc1ccc(C(C(C(=O)c2cccs2)N2CCOCC2)N2CCOCC2)cc1OC (stereo not drawn)	0	-1	-1	6	3	-5	-5	2
C=CCN(CC=C)S(=O)(=O)c1ccc2nc(NC(=O)C3CCCO3)sc2c1 (stereo not drawn)	-5	-1	-12	-7	-2	2	-13	10
CCOC(=O)N1CCN(c2ccc(C(F)(F)F)cn2)CC1	-5	4	-5	-2	-8	0	-15	-21
CNCCCC1Sc2ccccc2Oc2ccccc21 (stereo not drawn)	-2	-7	-1	18	0	1	-12	13
